Compound activity as filed in PubChem BioAssay.
CHT block: inhibits the human high affinity choline transporter | CHT-expressing cells, membrane potential dye, choline response; active compounds read low | B-score at 10 µM | hit rate 0.86% among 310,000 | AID 488975;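 active = B-score over 3 SD under the library average, and starting fluorescence ratio not unusually high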;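 also: choline stimulus applied at its EC90 after an EC20 pre-addition; B-score computed on integrated fluorescence ratio after choline addition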
Target sequence (Q9GZV3 whole entry, looked up): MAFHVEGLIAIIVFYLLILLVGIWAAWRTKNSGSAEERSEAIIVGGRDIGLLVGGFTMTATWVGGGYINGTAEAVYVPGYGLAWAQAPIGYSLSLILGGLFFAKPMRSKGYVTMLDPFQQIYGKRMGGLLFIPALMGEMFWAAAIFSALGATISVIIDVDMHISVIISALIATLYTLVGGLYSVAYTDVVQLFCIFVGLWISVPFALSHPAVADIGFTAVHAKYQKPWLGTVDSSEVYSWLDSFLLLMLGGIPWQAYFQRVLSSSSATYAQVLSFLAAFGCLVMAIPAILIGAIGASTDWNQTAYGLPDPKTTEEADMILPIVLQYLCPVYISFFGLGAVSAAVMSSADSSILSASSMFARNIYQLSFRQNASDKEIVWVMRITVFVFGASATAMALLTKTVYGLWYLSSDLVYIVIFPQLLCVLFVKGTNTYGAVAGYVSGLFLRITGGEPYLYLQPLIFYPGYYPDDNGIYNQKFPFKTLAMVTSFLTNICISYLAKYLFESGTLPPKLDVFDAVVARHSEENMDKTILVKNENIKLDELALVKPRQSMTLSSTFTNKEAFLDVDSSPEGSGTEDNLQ
CHT allo act: allosteric activators of human choline transporter CHT | CHT-expressing cells, membrane potential dye, choline EC20; active compounds read high; LV-AA mutant CHT in HEK293 cells | B-score at 10 µM | hit rate 0.49% among 310,000 | AID 488977;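 active = initial fluorescence not abnormally high and integrated response B-score, plate-corrected, over 3 SD above library mean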
Calls only; i = inactive.

SMILES	CHT block	CHT allo act
COc1cccc(OC)c1C(=O)Nc1cccc(NC(=O)c2cccs2)c1	i	i
CCOc1ccccc1N=NC1C(=O)N(C(N)=S)N=C1C (configuration not stated)	i	i
Cc1ccc(NC(=O)N2CCC(C(=O)c3ccc(F)cc3)CC2)cc1	i	i
CCc1ccc(N(CC(=O)NC2CCCC2)S(=O)(=O)c2c(C)noc2C)cc1	i	i
Cc1ccc(-c2noc(C3CCCN(C(=O)c4ccccc4)C3)n2)o1 (configuration not stated)	i	i
C/C(=N\N=C1\NC(=O)C(CC(=O)Nc2ccc(Cl)cc2)S1)c1ccco1 (configuration not stated)	i	i
Cc1ccc(S(=O)(=O)N(C)CC(=O)Oc2ccc(-c3nnco3)cc2)cc1	i	i
CNC(=O)C1(C)C=CC2(CCCCC2)N1C(=O)OC (configuration not stated)	i	i
CCC(=O)Nc1c(C(=O)N2CCN(c3ccccn3)CC2)cnn1-c1ccc(C)cc1	i	i
CCN(CC)S(=O)(=O)c1ccc(C(=O)N2CCN=C2SCc2cccnc2)cc1	i	i
CCN(CC)S(=O)(=O)c1cccc(NC(=O)CC2CCCC2)c1	i	i
O=C(CN1C(=O)NC2(CCCC2)C1=O)OCc1ccc(Cl)cc1Cl	i	i
O=C(CSc1nc(Nc2ccccc2)nc(N2CCOCC2)n1)Nc1ccc([N+](=O)[O-])cc1	i	i
COc1ccc(-c2cc3c(=O)n(CC(=O)NCc4ccc(Cl)cc4)ncn3n2)cc1	i	i
O=C(O)c1ccc(Nc2nc(-c3ccccc3)c3ccccc3n2)cc1	i	i
CC(=O)c1cccc(NC(=O)C2CCN(C(=O)c3ccccc3Cl)CC2)c1	i	i
COc1cc(/C=C/C(=O)OCC(=O)NC(=O)NC(C)C)ccc1O	i	i
CC(=O)c1nn(-c2cccc(Br)c2)cc1C(=O)c1ccco1	i	i
Cc1ccc(COc2cccc(/C=N/NC(=O)c3nnn(-c4nonc4N)c3C)c2)cc1	i	i
Cc1c(C(=O)Nc2ccncc2)oc2c1C(=O)CC(C)(C)C2	i	i

Entries above containing a halogen:
SMILES	CHT block	CHT allo act
Cc1ccc(NC(=O)N2CCC(C(=O)c3ccc(F)cc3)CC2)cc1	i	i
C/C(=N\N=C1\NC(=O)C(CC(=O)Nc2ccc(Cl)cc2)S1)c1ccco1 (configuration not stated)	i	i
O=C(CN1C(=O)NC2(CCCC2)C1=O)OCc1ccc(Cl)cc1Cl	i	i
COc1ccc(-c2cc3c(=O)n(CC(=O)NCc4ccc(Cl)cc4)ncn3n2)cc1	i	i
CC(=O)c1cccc(NC(=O)C2CCN(C(=O)c3ccccc3Cl)CC2)c1	i	i
CC(=O)c1nn(-c2cccc(Br)c2)cc1C(=O)c1ccco1	i	i

(next part)
SMILES	CHT block	CHT allo act
CN(C)c1ccc(CNCCC2(O)CCOC(C)(C)C2)cc1 (configuration not stated)	i	i
S=c1[nH]nc(COc2ccccc2)n1/N=C/c1ccc(Br)cc1	i	i
CCN(C(=O)CSc1nnc(NCc2ccccc2)s1)C1CCS(=O)(=O)C1 (configuration not stated)	i	i
CCc1ccc(NC(=O)Nc2ccc3c(c2)CCC3)cc1	i	i
O=C(N/N=C(\c1ccccc1)c1ccccn1)c1cccc([N+](=O)[O-])c1	i	i
CC(=O)O/C(=C\c1cn(C(C)=O)c2ccccc12)C(=O)O	i	i
Cc1ccc(C(=O)NCc2ccco2)cc1Br	i	i
CC(=O)N1c2ccccc2S(=O)(=O)c2ccccc21	i	i
O=C(Nc1cccc(Cn2cccn2)c1)c1cc2c(s1)CCCC2	i	i
C=CCc1ccc(OCC(O)CN2CCN(Cc3ccc(Cl)cc3)CC2)c(OC)c1 (configuration not stated)	i	i
Cc1ccc(C(=O)Nc2nc(N)n(-c3ccccc3)n2)cc1	i	i
O=C(NNC(=O)C1CC(c2cccnc2)=NO1)Nc1ccccc1F (configuration not stated)	i	i
CCCc1nnc(SCC(=O)Nc2ccc3c(c2)OCCO3)n1CCOC	i	i
O=C(NC(=S)Nc1cc([N+](=O)[O-])ccc1Cl)c1ccccc1	i	i
Cc1noc(NC(=O)c2ccc(F)cc2)c1C#N	i	i
O=C(CCC1CCN(C(=O)c2cncs2)CC1)Nc1ccccc1	i	i
CC(C)CNC(=O)c1c(N)n(/N=C/c2ccccn2)c2nc3ccccc3nc12	i	i
CCN1C(=O)/C(=C/c2ccc(C)s2)NC1=S	i	i
CCCCNC(=O)CCn1c(=O)c2ccccc2n(Cc2ccc(Cl)cc2)c1=O	i	i
O=c1c2c3n(c(=S)nc2[nH]n1-c1ccccc1)CCCCC3	i	i
O=C(Nc1ccccc1)[C@@H]1CC=C[C@@H]2CCN(Cc3ccccc3)C(=O)[C@@H]21	i	i
COc1ccc(OC)c(-c2csc(N(Cc3ccco3)C(=O)c3cccs3)n2)c1	i	i
COc1ccc(-c2cc(-c3cccnc3)c(C#N)c(N)n2)cc1	i	i
COc1ccccc1C1C(C#N)=C(N)Oc2c1c(-c1ccccc1)nn2-c1ccccc1 (configuration not stated)	i	i
Cc1cccc(C)c1NC(=S)NN(Cc1ccccc1)c1ccccc1	i	i
COc1cccc(CNC(=O)c2nnn(CC(=O)Nc3ccc(C)c(C)c3)c2N)c1	i	i
Cc1cccc(C)c1NC(=O)CSc1nnc(C)n1CC1CCCO1 (configuration not stated)	i	i
COc1ccc(N2CCN(C(=O)NCc3ccc(OC)c(Cl)c3)CC2)cc1	i	i
COc1cc(C2Nc3ccc4ccccc4c3C3=C2C(=O)CC(C)(C)C3)ccc1OCC(=O)O (configuration not stated)	i	i
CCOC(=O)C1CCCN(c2c(NCCCN(C)Cc3ccccc3)c(=O)c2=O)C1 (configuration not stated)	i	i
O=C(CSc1nnc(COc2ccccc2)n1-c1ccccc1)c1cccs1	i	i
CCOc1ccc(S(=O)(=O)Nc2ccc(C(=O)N/N=C/c3c(C)nn(-c4ccccc4)c3N3CCCC3)cc2)cc1	i	i
O=[N+]([O-])c1ccc(NCc2ccccn2)nc1	i	i
CC1=NN(c2nc(-c3ccc(C)cc3)cs2)C(=O)C1N=Nc1ccc2ccccc2c1 (configuration not stated)	i	i
CCOC(=O)CN1C(=O)/C(=C/c2cccc(Br)c2)Oc2ccccc21	i	i
Cc1nc(N)sc1-c1nnc(SCC(=O)Nc2nccs2)n1C	i	i
Cc1ccc(C(=O)N2CCN(c3ccc(C(F)(F)F)cn3)CC2)cc1	i	i
CN(C(=O)COc1ccc(Oc2ccccc2)cc1)C1CCS(=O)(=O)C1 (configuration not stated)	i	i
c1ccc2cc(CN3CCOCC3)ccc2c1	i	i
CN(C)/C=C(\C#N)C(=O)Nc1ccccc1	i	i

Part of the list above, reformatted:
Structure: C/C(=N\N=C1\NC(=O)C(CC(=O)Nc2ccc(Cl)cc2)S1)c1ccco1 (configuration not stated)
- CHT block: i
- CHT allo act: i
Structure: Cc1ccc(S(=O)(=O)N(C)CC(=O)Oc2ccc(-c3nnco3)cc2)cc1
- CHT block: i
- CHT allo act: i
Structure: CNC(=O)C1(C)C=CC2(CCCCC2)N1C(=O)OC (configuration not stated)
- CHT block: i
- CHT allo act: i
Structure: CCC(=O)Nc1c(C(=O)N2CCN(c3ccccn3)CC2)cnn1-c1ccc(C)cc1
- CHT block: i
- CHT allo act: i

The list continues:
SMILES	CHT block	CHT allo act
COC(=O)CCC(=O)COc1ccccc1C#N	i	i
COc1c(C)cc(Br)cc1C(=O)Nc1cccc(-c2nc3ncccc3o2)c1	i	i
COC(=O)CCN(C(=O)c1ccc2c(c1)OCO2)c1ccccn1	i	i
Cc1ccc(C(C)C)c(OCC(=O)NNC(=O)Nc2ccccc2)c1	i	i
O=C(C1CCCCC1)N1CCc2[nH]c3ccc(F)cc3c2C1	i	i
S=c1[nH]nc(-c2cccc3ccccc23)n1-c1cccnc1	i	i
CSCCC(=O)NC1CCCN(CCc2ccccc2)C1 (configuration not stated)	i	i
O=c1c2ccccc2nc(SCc2nnc(-c3ccccc3)o2)n1-c1ccccc1	i	i
CC1CCN(S(=O)(=O)c2ccc3c(c2)N(CC(=O)N(C)Cc2ccco2)C(=O)CO3)CC1	i	i
COc1ccc(-c2cc(C(=O)N3CC4(C)CC3CC(C)(C)C4)no2)cc1OC (configuration not stated)	i	i
CCN(CC)C(=O)CC(c1ccc2c(c1)OCO2)c1c(OC)cc(OC)c2c(-c3ccccc3)cc(=O)oc12 (configuration not stated)	i	i
CC(C)NC(=O)COc1nncc2ccccc12	i	i
O=C(Cc1ccc(S(=O)(=O)N2CCOCC2)s1)NCCC(c1ccccc1)c1ccccc1	i	i
CC1C(=O)CC(c2ccc([N+](=O)[O-])cc2)NC1c1ccc([N+](=O)[O-])cc1 (configuration not stated)	i	i
CCc1ccc2[nH]c(=O)c(CN(Cc3ccco3)S(=O)(=O)c3ccc4c(c3)OCCO4)cc2c1	i	i
COc1ccccc1NC(=S)N(Cc1ccccc1)Cc1ccccn1	i	i
O=c1oc2cc(O)ccc2s1	i	i
CCOC(=O)c1c(C)[nH]c(C(=O)OCc2ccc(F)cc2)c1C	i	i
Cc1ccc(C)c(S(=O)(=O)Nc2ccc(C(N)=O)cc2)c1	i	i
Cc1c(Cl)cccc1NC(=O)C1Cc2ccccc2CN1C(=O)c1ccccc1 (configuration not stated)	i	i
Cc1cc(C)[n+]2[nH]c(N)c(N=Nc3ccccc3)c2n1	i	i
Cc1nc2c(C(=O)N3CCCC3)cnn2c(C)c1Cc1c(F)cccc1Cl	i	i
Cc1sc2nc(CSCC(=O)Nc3ccccc3C#N)[nH]c(=O)c2c1C	i	i
Cc1ccc(S(=O)(=O)N2CCN(C(=O)CC(C)n3nc(C)c(Cl)c3C)CC2)cc1C (configuration not stated)	i	i
CCC(COC(C)=O)Nc1nc2c([nH]1)c(=O)n(C)c(=O)n2C (configuration not stated)	i	i
CCN(C(=O)C(C)N1C(=O)/C(=C/c2cccs2)SC1=S)C1CCS(=O)(=O)C1 (configuration not stated)	i	i
CCCCC(CCC(=O)Nc1nccs1)C(=O)O (configuration not stated)	i	i
O=c1c(C(c2ccc(Br)cc2)c2c(O)nc3n(c2=O)CCS3)c(O)nc2n1CCS2	i	i
CCc1ccc(OS(=O)(=O)c2cn(C)c(=O)n(C)c2=O)cc1	i	i
COc1ccc(C/C(C)=N/NC(=S)Nc2ccccc2)cc1	i	i
O=C(N1CCOCC1)C12CCC3CC(CC(C3)C1)C2	i	i
COc1cc([N+](=O)[O-])cc(/C=N/NC(=O)C(C)Nc2ccccc2C)c1O (configuration not stated)	i	i
COc1ccccc1N1CCN(C(=O)c2ccc(S(=O)(=O)N3CCCC3)cc2)CC1	i	i
Cc1ccc(C(=O)NCc2ccc(Cl)cc2)o1	i	i
CCOC(=O)N1CCN(c2nc(-c3ccccc3)c3cc(C)ccc3n2)CC1	i	i
CCOC(=O)CSc1ncnc2c1cnn2-c1ccc(C)cc1C	i	i
COc1ccc(COC(=O)c2ccc(N3CCCC3=O)cc2)cc1F	i	i
CCOc1cc(/C=N\NC(=O)c2c(C)nc3ccccn23)ccc1O	i	i
Cc1ccc(-n2nc3c(=O)n(CC(=O)NCc4ccccc4Cl)nc(C)c3c2C)cc1	i	i
O=C(O)CC1(CC(=O)Nc2ccc(Br)cc2)CCCCC1	i	i
COc1ccc(NC2c3ccccc3C(=O)N2Cc2ccc3c(c2)OCO3)cc1 (configuration not stated)	i	i
COc1ccccc1NC(=O)c1ccc(NC(=O)c2cc3c(s2)CCC3)cc1	i	i
CC(C)N1CC=C2C(C#N)=C(N)C(C#N)(C#N)[C@H](c3ccoc3)[C@H]2C1	i	i
O=C(NCCc1ccc(F)cc1)C1CCCCC1	i	i
CCC(=O)Nc1cccc(C(=O)/C=C/c2cc(Br)ccc2OC)c1	i	i
O=[N+]([O-])c1cc(/C=N/Nc2nc3ccccc3[nH]2)c(O)cc1O	i	i
C/C(=N\NC(=O)c1ccccc1)c1ccc(N2CCCCC2)cc1	i	i
O=[N+]([O-])c1cccc(-c2nc(-c3cccs3)c(-c3cccs3)[nH]2)c1	i	i
CC(C)OCCCN1C(=O)c2ccccc2C1C(=O)NC1CCCCC1 (configuration not stated)	i	i
COc1ccc(C2c3c(ccc4ccccc34)Oc3ncn4nc(Cc5ccc(OC)c(OC)c5)nc4c32)cc1 (configuration not stated)	i	i
O=C(NCCc1ccc(Cl)cc1)C1CCN(c2ncccn2)CC1	i	i
C=CCn1c(-c2cc3cccc(OC)c3o2)n[nH]c1=S	i	i
COc1ccc(/C=C2/SC(=O)N(NS(=O)(=O)c3ccccc3)C2=S)cc1OC	i	i
Cc1ccc(-c2cc(-c3nnc(SCC(=O)NCC(C)C)n3N)c3ccccc3n2)cc1	i	i
O=c1[nH]cnc2scc(-c3ccsc3)c12	i	i
CCOc1ccc(Oc2ccccc2NC(=O)C2=COCCO2)cc1	i	i
CCN(CC)CCN(Cc1cc2cc3c(cc2[nH]c1=O)OCCO3)C(=S)NCC(C)C	i	i
N#CC(C#N)=C1C(=O)N(CCN2CCCCC2)c2ccccc21	i	i
COc1ccc2oc(C)c(C(=O)c3ccccc3)c2c1	i	i
COc1ccc(NC(=O)c2cc(-c3cc(OC)c(OC)c(OC)c3)nc3ccccc23)cc1OC	i	i

Single records, as listed above. Values in the order: CHT block	CHT allo act
Cc1ccc(NC(=O)N2CCC(C(=O)c3ccc(F)cc3)CC2)cc1 across the screens: i	i
CCc1ccc(NC(=O)Nc2ccc3c(c2)CCC3)cc1 across the screens: i	i
CNC(=O)C1(C)C=CC2(CCCCC2)N1C(=O)OC (configuration not stated) across the screens: i	i
O=C(N/N=C(\c1ccccc1)c1ccccn1)c1cccc([N+](=O)[O-])c1 across the screens: i	i
Cc1c(C(=O)Nc2ccncc2)oc2c1C(=O)CC(C)(C)C2 across the screens: i	i

(further entries)
SMILES	CHT block	CHT allo act
CC(=O)Nc1ccc(NC(=O)c2ccc(COc3ccccc3Br)o2)cc1	i	i
CCc1nn(CCCC(=O)NCc2ccc(C)cc2)c(=O)c2cc3occc3n12	i	i
COc1cc(/C=C2\CC/C(=C\c3ccc(OCCO)c(OC)c3)C2=O)ccc1OCCO	i	i
Cc1cc(C)cc(-n2c(O)c(C=NC3CCS(=O)(=O)C3)c3ccccc3c2=O)c1 (configuration not stated)	i	i

No enrichment for hits. About 1.4% of those tested had a hit in this group.
